Screening results (PubChem BioAssay)
Tau fluor counter = counter-screen for tau fibril formation inhibitors; tau K18 P301L (four-repeat tau fragment) Alexa594 fluorescence, heparin fibrillization; Potency, µM (top dose mostly 57.7 µM), inactives show top-dose activity change, negative = decrease; hit rate 0.93% among 280,000; AID 1463; also: potency is read from the fitted curve at half-maximal effect; % is scaled to controls: 0 for no effect and ±100 for the full control effect; nearly all actives have a fitted effect of over 55% in size
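Human K18 P301L tau (15 uM unlabeled plus 0.24 uM Alexa 594-labeled, final) in 100 mM sodium acetate pH 7 was mixed with compound and 20 uM heparin and incubated 6 hr at 37 C.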
NPSR antag = blocks cAMP signaling of the human neuropeptide S receptor. Q6W5P4. CHO-NPSR cells, cAMP TR-FRET, antagonist mode. Potency, µM (titrated, usually from 38.3 µM), for the others: at the highest dose activity change, negative = inhibition, hits mostly inhibitors. hit rate 1% among 220,000. AID 1461; also: potency is read from the fitted curve at half-maximal effect; % is scaled to controls: 0 for no effect and ±100 for the full control effect; nearly all actives have a fitted effect of over 50% in size; many of its hits are not listed in these tables
Tau fibril FP = inhibitors of human tau fibril formation; P10636; K18 P301L tau heparin fibrillization, Alexa594 FP, 6 h; Potency, µM (titrated, usually from 57.7 µM), for inactives: at the top dose activity, negative = inhibition, most hits filed as inhibitors; hit rate 0.39% among 280,000; AID 1468; also: potency is read from the fitted curve at half-maximal effect; % is scaled to controls: 0 for no effect and ±100 for the full control effect; nearly all actives have a fitted effect of over 55% in size
Target sequence (P10636 561-689 P618L limits assumed): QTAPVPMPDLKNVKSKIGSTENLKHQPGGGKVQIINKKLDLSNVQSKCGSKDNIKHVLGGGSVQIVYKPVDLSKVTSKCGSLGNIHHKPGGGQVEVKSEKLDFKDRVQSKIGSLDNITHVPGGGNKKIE
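Read-out: fluorescence polarization of Alexa 594-labeled tau (0.24 uM), 555 nm excitation, 632 nm emission. Mixtures held 15 uM unlabeled K18 P301L, compound and 20 uM heparin, pH 7 acetate buffer, incubated 6 hr at 37 C.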
Epigenetic derep = epigenetic control regulation, reporter derepression | murine LDR cells, GFP reporter derepression, 30 h | Potency, µM (highest dose often 53.9 µM), without a hit: top-dose GFP activation, most hits filed as activators | hit rate 0.2% among 280,000 | AID 1865; also: potency is read from the fitted curve at half-maximal effect; % of control where 0% means no effect; nearly all actives have a fitted effect of over 60% in size
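Reporter derepression read as number of fluorescent GFP-positive objects, 20-120 um in size, counted by laser-scanning cytometer. Mouse LDR line with an epigenetically silenced CMV-GFP locus; compound incubation 30 h, 37 C.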
aGal spleen mod = alpha-galactosidase A (human) modulation; P06280; human spleen homogenate, 4MU-alpha-Gal fluorescence, 40 min; Potency, µM (titrated, usually from 80 µM), for inactives: at the highest dose activity change, negative = inhibition, usual class: inhibitors; hit rate 0.008% among 240,000;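 also: potency is read from the fitted curve at half-maximal effect; 0% = enzyme with vehicle and -100% = no enzyme basal signal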
Target sequence (P06280 32-429 limits assumed): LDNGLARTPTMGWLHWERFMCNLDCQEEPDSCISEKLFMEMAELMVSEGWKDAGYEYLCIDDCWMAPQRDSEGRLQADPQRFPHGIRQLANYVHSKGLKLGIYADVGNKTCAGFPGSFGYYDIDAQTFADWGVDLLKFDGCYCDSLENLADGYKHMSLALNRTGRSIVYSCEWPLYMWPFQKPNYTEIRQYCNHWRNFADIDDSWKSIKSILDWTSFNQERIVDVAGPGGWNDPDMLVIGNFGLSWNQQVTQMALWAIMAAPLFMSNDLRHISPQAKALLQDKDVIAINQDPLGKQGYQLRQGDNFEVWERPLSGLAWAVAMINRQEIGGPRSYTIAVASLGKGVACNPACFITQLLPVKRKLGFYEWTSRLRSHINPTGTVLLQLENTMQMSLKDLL
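Inhibition or activation of alpha-galactosidase in human spleen homogenate is scored by 4-MU fluorescence after 40 min at 37C, pH 5.0, with 1 mM substrate. AC50s come from concentration-response fitted to the Hill equation.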
TRb SRC2 PPI = inhibitors of human thyroid hormone receptor beta-SRC2 interaction; P10828; TRbeta-SRC2 peptide binding, fluorescence polarization; receptor liganded with 1 µM T3; Potency, µM (highest dose often 106 µM), inactives show at the top dose activity change, negative = inhibition, hits mostly inhibitors; hit rate 0.065% among 280,000;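 also: potency is read from the fitted curve at half-maximal effect; plate controls were bound peptide for no effect and peptide without receptor for full effect; nearly all actives have a fitted effect of over 50% in size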
Target sequence (P10828 whole entry, looked up): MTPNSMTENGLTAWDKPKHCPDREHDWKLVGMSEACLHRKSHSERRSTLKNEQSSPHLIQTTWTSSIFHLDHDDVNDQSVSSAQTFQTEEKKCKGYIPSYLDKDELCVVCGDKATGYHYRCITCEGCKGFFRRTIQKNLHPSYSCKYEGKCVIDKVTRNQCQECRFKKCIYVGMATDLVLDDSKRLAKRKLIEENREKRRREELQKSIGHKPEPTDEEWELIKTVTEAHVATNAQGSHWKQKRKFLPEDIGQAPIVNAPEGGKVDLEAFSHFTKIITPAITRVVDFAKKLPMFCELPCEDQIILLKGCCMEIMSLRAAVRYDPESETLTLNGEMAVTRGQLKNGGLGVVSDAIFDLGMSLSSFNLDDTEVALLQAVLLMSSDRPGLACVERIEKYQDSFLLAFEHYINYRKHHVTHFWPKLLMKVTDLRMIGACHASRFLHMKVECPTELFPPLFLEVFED
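Fluorescence polarization of 20 nM Texas Red SRC2 peptide (20-aa NR interaction domain) bound to 0.6 uM human TRb ligand-binding domain, with 1 uM T3, after 5 hr at ambient temperature; inhibition seen as decreased polarization.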
TR SRC2 fluor cs = counter-screen for TRb-SRC2 inhibitors: fluorescence interference; hit rate 0.29% among 280,000; AID 1479; TRb/SRC2 Texas Red total fluorescence interference; Potency, µM (highest dose often 106 µM), for inactives: top-dose fluorescence change, negative = quenching; active = well fitted curve in either direction with a large enough effect; inconclusive = small, poorly fitted or top-dose-only effect; also: potency is read from the fitted curve at half-maximal effect; % is scaled to controls: 0 for no effect and ±100 for the full control effect
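Flags fluorescent or light-absorbing compounds by total fluorescence, S + 2P, at 555 nm excitation and 632 nm emission. Mixture: 20 nM Texas Red SRC2 peptide, 0.6 uM human TRb LBD, 1 uM T3, 5% DMSO; compound exposure 5 h at ambient temperature.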
CBFb-RUNX1 inh = blocks binding between human CBF-beta and RUNX1 | Potency, µM (top dose mostly 59.8 µM), for the others: top-dose activity, negative = inhibition, actives largely listed as inhibitors | Q01196+Q13951 | 230,000 tested, under 10 active | AlphaScreen CBFb-His/RUNX1-biotin binding, biochemical; also: % of control where 0% means no effect
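AlphaScreen proximity signal reports loss of binding between His-tagged CBF-beta and biotin-labelled RUNX1, each at 30 nM. Proteins are pre-associated for 20 minutes, compounds added for 15 minutes, then beads for 90 minutes, all at ambient temperature.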
* hit, by the source's call; & = joins results of further samples; [ ] = remark or other dose. Unless noted, calls follow the shape of the dose curve; as a rule, active = well fitted curve in the direction sought with a large enough effect; inconclusive = small, poorly fitted or top-dose-only effect, or another doubt; inactive = no such curve, though single readings can be large; an effect the other way counts as inactive or inconclusive. This is a subset; count on the stated rates, not on these rows.

Screening CN1CCCC1CCNS(=O)(=O)c1ccc(Br)cc1 (stereo not given) returned Tau fluor counter -1.0%, NPSR antag 16.2%, Tau fibril FP -3.2%, Epigenetic derep -1.0%, aGal spleen mod -1.4%, TRb SRC2 PPI 1.2%, TR SRC2 fluor cs -0.7% and CBFb-RUNX1 inh -22.3%.
`CCCCOC(=O)Nc1sc2nc(C)cc(C)c2c1-n1cccc1` gave Tau fluor counter -2.9%, NPSR antag -4.4%[46.1 µM], Tau fibril FP 2.7%, Epigenetic derep -1.0%, aGal spleen mod 5.8%, TRb SRC2 PPI -4.2%, TR SRC2 fluor cs -0.1% and CBFb-RUNX1 inh 1.0%.
Screening CCOc1ccccc1Nc1cc(C)nc2nc(C)nn12 returned Tau fluor counter 3.1%, NPSR antag 13.3%[46.1 µM], Tau fibril FP 11.8%, Epigenetic derep -1.0%, aGal spleen mod 2.5%, TRb SRC2 PPI 3.2%, TR SRC2 fluor cs -1.6% and CBFb-RUNX1 inh 3.7%.
For O=C(c1csc(Nc2ccccc2Cl)n1)N1CCCC1 the results were Tau fluor counter -12.3%, NPSR antag 13.1%[46.1 µM], Tau fibril FP -2.5%, Epigenetic derep -1.9%, aGal spleen mod 5.9%, TRb SRC2 PPI -20.6%, TR SRC2 fluor cs 0.0% and CBFb-RUNX1 inh -2.9%.
CCc1nnc(NC(=O)c2cccnc2SC)s1 was read as Tau fluor counter 1.0%, NPSR antag 7.2%, Tau fibril FP -0.7%, Epigenetic derep -1.4%, aGal spleen mod 0.6%, TRb SRC2 PPI 4.5%, TR SRC2 fluor cs 3.3% and CBFb-RUNX1 inh 6.1%.
Cn1c(=O)cc(OCCCC(=O)Nc2cccnc2)c2ccccc21 was read as Tau fluor counter -7.9%, NPSR antag 5.4%[46.1 µM], Tau fibril FP -10.1%, Epigenetic derep 1.2%, aGal spleen mod 2.2%, TRb SRC2 PPI -0.4%, TR SRC2 fluor cs -3.8% and CBFb-RUNX1 inh -0.4%.
COc1cccc(N2CCN(Cc3cccnc3)CC2)c1 was read as Tau fluor counter -2.5%, NPSR antag -2.5%[46.1 µM], Tau fibril FP 9.1%, Epigenetic derep -0.1%, aGal spleen mod 9.8%, TRb SRC2 PPI 2.3%, TR SRC2 fluor cs -5.1% and CBFb-RUNX1 inh 1.3%.
`CCOP(=O)(OCC)C(NC(=O)c1cccs1)C(F)(F)F` (stereo not given) gave Tau fluor counter -7.3%, NPSR antag 3.8%, Tau fibril FP -7.3%, Epigenetic derep 0.6%, aGal spleen mod 3.8%, TRb SRC2 PPI -10.5%, TR SRC2 fluor cs -1.9% and CBFb-RUNX1 inh -13.2%.
Screening O=C(c1ccccc1)N1CCn2c(nc3ccccc32)C1 returned Tau fluor counter -5.9%, NPSR antag -7.0%[46.1 µM], Tau fibril FP 1.3%, Epigenetic derep -4.4%, aGal spleen mod -0.2%, TRb SRC2 PPI -5.4%, TR SRC2 fluor cs -4.7% and CBFb-RUNX1 inh 6.1%.
Screening N#Cc1nc(COc2ccccc2Cl)oc1NCc1ccc(F)cc1 returned Tau fluor counter inconclusive, NPSR antag inconclusive, Tau fibril FP -2.1%, Epigenetic derep 0.0%, aGal spleen mod -6.8%, TRb SRC2 PPI 1.1%, TR SRC2 fluor cs 1.2% and CBFb-RUNX1 inh -18.2%.
COc1ccc(-c2nc(SCC(=O)Nc3ccc4c(c3)OCCO4)c(-c3ccccc3)[nH]2)cc1 was read as Tau fluor counter 8.91µM*[quencher], Tau fibril FP inconclusive, Epigenetic derep 12.5%, TRb SRC2 PPI -0.3% and TR SRC2 fluor cs -6.0%.
Screening Cc1cc(NC(=O)c2cccc(F)c2)ncc1NC(=O)c1ccco1 returned Tau fluor counter -9.8%, NPSR antag -11.3%[46.1 µM], Tau fibril FP 6.5%, Epigenetic derep -1.0%, aGal spleen mod -3.3%, TRb SRC2 PPI 6.0%, TR SRC2 fluor cs -2.6% and CBFb-RUNX1 inh -1.4%.
For Cc1cccc(N2CCN(Cc3ccoc3)CC2)c1C the results were Tau fluor counter -6.7%, NPSR antag -6.7%[46.1 µM], Tau fibril FP 5.9%, Epigenetic derep -2.8%, aGal spleen mod -7.6%, TRb SRC2 PPI -13.6%, TR SRC2 fluor cs -2.8% and CBFb-RUNX1 inh -4.4%.
`CNc1nc(CCN2C(=O)c3ccccc3C2=O)cs1` gave Tau fluor counter -2.5%, NPSR antag -9.6%[46.1 µM], Tau fibril FP -1.1%, Epigenetic derep 2.5%, aGal spleen mod 0.4%, TRb SRC2 PPI -2.5%, TR SRC2 fluor cs -3.2% and CBFb-RUNX1 inh -10.8%.
Screening CCCn1c(=NC(=O)c2c(-c3c(F)cccc3Cl)noc2C)c(C(=O)OCC)cc2c(=O)n3ccccc3nc21 returned Tau fluor counter -20.6%&-6.3%, NPSR antag inconclusive, Tau fibril FP 3.5%&-0.1%, Epigenetic derep 15.4%&5.2%, aGal spleen mod 6.5%, TRb SRC2 PPI 1.2%&4.9%, TR SRC2 fluor cs -3.0%&-4.3% and CBFb-RUNX1 inh -11.5%.
CCN(CC)C(=O)CC(c1ccc(F)cc1)c1ccco1 (stereo not given) was read as Tau fluor counter 3.2%, NPSR antag -14.1%[46.1 µM], Tau fibril FP -6.0%, Epigenetic derep -1.0%, aGal spleen mod -0.9%, TRb SRC2 PPI 0.0%, TR SRC2 fluor cs 2.5% and CBFb-RUNX1 inh 4.3%.
`Cn1c(=O)oc2cc(S(=O)(=O)NC3CCCc4ccccc43)ccc21` (stereo not given) gave Tau fluor counter -4.1%, NPSR antag -3.3%[46.1 µM], Tau fibril FP -0.1%, Epigenetic derep -3.2%, aGal spleen mod 15.4%, TRb SRC2 PPI -11.5%, TR SRC2 fluor cs -1.2% and CBFb-RUNX1 inh -2.8%.
`O=C1NC(NS(=O)(=O)c2ccccc2)(C(F)(F)F)C(=O)N1CCc1ccccc1` (stereo not given) gave Tau fluor counter 0.1%, Tau fibril FP 1.4%, Epigenetic derep -1.0%, TRb SRC2 PPI -1.1% and TR SRC2 fluor cs inconclusive.
Screening NS(=O)(=O)c1cccc(NC(=O)COC(=O)COc2ccc3ccccc3c2)c1 returned Tau fluor counter -8.8%, NPSR antag 16.0%, Tau fibril FP -0.2%, Epigenetic derep 2.7%, aGal spleen mod -1.6%, TRb SRC2 PPI -8.1%, TR SRC2 fluor cs -7.4% and CBFb-RUNX1 inh -17.2%.
CN1C(=S)N(c2cccnc2)C(=O)/C1=C\c1ccc(C(C)(C)C)cc1 was read as Tau fluor counter -0.5%, NPSR antag -55.9%, Tau fibril FP 8.2%, Epigenetic derep 5.1%, aGal spleen mod 3.0%, TRb SRC2 PPI -7.3%, TR SRC2 fluor cs -1.7% and CBFb-RUNX1 inh -18.6%.
For Cc1ccc2c(Cl)c(C(=O)Nc3cc(C)on3)sc2c1 the results were Tau fluor counter -11.4%, NPSR antag inconclusive, Tau fibril FP inconclusive, Epigenetic derep -0.8%, aGal spleen mod 8.8%, TRb SRC2 PPI -4.9%, TR SRC2 fluor cs 1.5% and CBFb-RUNX1 inh 1.9%.
Screening O=C(CSc1nnc2c(n1)[nH]c1ccc(S(=O)(=O)N3CCOCC3)cc12)Nc1ccc(F)c(F)c1 returned Tau fluor counter -14.3%, NPSR antag -39.3%, Tau fibril FP -0.2%, Epigenetic derep 2.8%, aGal spleen mod 1.2%, TRb SRC2 PPI 1.5%, TR SRC2 fluor cs -0.8% and CBFb-RUNX1 inh -3.2%.
Cc1ccc(C)c2[nH]c(=O)c(C(c3nnnn3Cc3ccccc3)N3CCc4ccccc4C3)cc12 (stereo not given) was read as Tau fluor counter -20.8%, NPSR antag -17.0%[46.1 µM], Tau fibril FP inconclusive, Epigenetic derep -5.8%, aGal spleen mod 3.6%, TRb SRC2 PPI -4.9%, TR SRC2 fluor cs -0.4% and CBFb-RUNX1 inh 2.7%.
`Cc1cc(C=O)c(C)n1-c1ccc(N2CCOCC2)cc1` gave Tau fluor counter 5.4%, NPSR antag -2.5%[46.1 µM], Tau fibril FP 3.1%, Epigenetic derep -1.0%, aGal spleen mod 0.3%, TRb SRC2 PPI -1.5%, TR SRC2 fluor cs 0.0% and CBFb-RUNX1 inh -9.7%.
For CCNS(=O)(=O)c1ccc(CCC(=O)NCc2ccc(C)cc2)cc1 the results were Tau fluor counter -8.7%, NPSR antag 2.4%, Tau fibril FP -9.0%, Epigenetic derep -6.2%, aGal spleen mod -7.4%, TRb SRC2 PPI 4.2%, TR SRC2 fluor cs 0.4% and CBFb-RUNX1 inh 3.1%.
For COc1ccc(CCNC(=O)c2cc(S(=O)(=O)N(C)c3ccccc3)ccc2Cl)cc1 the results were Tau fluor counter -21.5%, NPSR antag -7.2%, Tau fibril FP -4.7%, Epigenetic derep -1.9%, aGal spleen mod -5.1%, TRb SRC2 PPI 2.9%, TR SRC2 fluor cs 2.7% and CBFb-RUNX1 inh -4.7%.
For Cc1cccc2c1-c1sc(C(=O)Nc3ccccc3C(N)=O)cc1CO2 the results were Tau fluor counter -10.5%, Tau fibril FP -8.5%, Epigenetic derep 5.4%, TRb SRC2 PPI 0.5% and TR SRC2 fluor cs -12.1%.
For Cc1ccc(NC(NC(=O)Cc2ccccc2)C(Cl)(Cl)Cl)cc1 (stereo not given) the results were Tau fluor counter inconclusive, NPSR antag -29.0%[46.1 µM], Tau fibril FP 3.6%, Epigenetic derep -1.0%, aGal spleen mod -10.0%, TRb SRC2 PPI -1.5%, TR SRC2 fluor cs -2.5% and CBFb-RUNX1 inh -5.5%.

Fetched by structure from the entries so far, 2 records:
Screening O=C(CSc1nnc2c(n1)[nH]c1ccc(S(=O)(=O)N3CCOCC3)cc12)Nc1ccc(F)c(F)c1 returned Tau fluor counter -14.3%, NPSR antag -39.3%, Tau fibril FP -0.2%, Epigenetic derep 2.8%, aGal spleen mod 1.2%, TRb SRC2 PPI 1.5%, TR SRC2 fluor cs -0.8% and CBFb-RUNX1 inh -3.2%.
For Cc1cccc2c1-c1sc(C(=O)Nc3ccccc3C(N)=O)cc1CO2 the results were Tau fluor counter -10.5%, Tau fibril FP -8.5%, Epigenetic derep 5.4%, TRb SRC2 PPI 0.5% and TR SRC2 fluor cs -12.1%.
